Screens as filed in PubChem.
Rev-erbA mod = modulates human Rev-erb alpha binding to DNA; Rev-erbα–FITC-DNA binding, fluorescence polarization, 90 min; P20393; 0.79% of 370,000 active; activity, % at 10 µM;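 active = activity above about 14%, limit read from the data; passing the limit was not always enough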;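 also: 0% = DMSO wells with 35 nM protein and 100% = DMSO wells with 750 nM protein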
KLK7 zymogen act = activators of human kallikrein-7 zymogen; AID 652039; purified proKLK7, EDANS-DABCYL substrate fluorescence; 100% is mature enzyme control, 0% vehicle; 0.9% of 370,000 active; activation, % at 7 µM; P49862;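 active = activation above the mean of all tested compounds plus 3 SD, computed per campaign excluding outliers beyond control limits, cut at about 13% in these data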
Target sequence (P49862 whole entry, looked up): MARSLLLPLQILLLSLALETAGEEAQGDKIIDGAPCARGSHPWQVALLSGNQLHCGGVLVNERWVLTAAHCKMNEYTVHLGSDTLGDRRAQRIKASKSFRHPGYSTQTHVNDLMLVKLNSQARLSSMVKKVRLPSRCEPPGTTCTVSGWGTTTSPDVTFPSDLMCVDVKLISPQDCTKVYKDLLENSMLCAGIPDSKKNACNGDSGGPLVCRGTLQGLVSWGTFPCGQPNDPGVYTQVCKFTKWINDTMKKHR
DDE Tn6 FP inh = disrupts Tn6 cyclic peptide binding to fibrin D-Dimer-E complex; P02675; Fibrin DD(E) TRITC-Tn6 fluorescence polarization displacement; inhibition, % at 8.3 µM; 0.21% of 370,000 active; AID 720509;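 active = inhibition above a per-campaign cutoff: mean of compounds within control limits plus 3 SD, cut at about 15% in these data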;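 also: 0% = median of all compound wells on the plate and 100% = blocking peptide control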
UHRF1 binding = blocks human UHRF1 binding to methylated DNA; Q96T88; UHRF1 binding to methylated oligo, TR-FRET; inhibition, % at 4.4 µM; 0.75% of 370,000 active; in the data active = inhibition above about 21%;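 also: UHRF1 SRA domain binding a hemimethylated CpG hairpin DNA probe; 0% = median of test compound wells and 100% = reference inhibitor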
ASAP1 GAP inh = ASAP1 ArfGAP inhibition | inhibition, % at 16.5 µM | 0.19% of 360,000 active | ASAP1-stimulated ARF1 GTP hydrolysis, GDP FP detection | Q9ULH1; in the data active = inhibition above about 25%;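 also: 0% = vehicle with enzyme and substrate and 100% = no enzyme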
PLC-beta3 inh = PLC-beta3 (human) inhibition, primary screen | Purified PLC-beta3, fluorogenic substrate, fluorescence | AID 720704 | 0.18% of 370,000 active | Q01970 | inhibition, % at 12.2 µM; in the data active = inhibition above about 11%;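 also: 0% = median of compound wells on plate and 100% = full blocker control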
DDE Tn7 FP inh = inhibitors of Tn7 peptide binding to human fibrin DD(E). 0.13% of 370,000 active. AID 720508. FP displacement of FITC-Tn7 peptide from fibrin DD(E); 0% = median of compound wells per plate. inhibition, % at 8.3 µM;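 active = inhibition above the mean of compounds falling within the control limits plus 3 SD of them, cut at about 14% in these data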;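 also: 0% = plate median of compound wells and 100% = 10 µM Aha-Tn7 peptide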
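Measure: % inhibition scaled between sample-field median and high-control FP; Test system: human fibrin DD(E); Quantity: 2 µM final DD(E) protein; Doses: one dose, 8.3 µM nominal; Schedule: compound with protein 10 min, then 3 h after probe, room temperature; Detection: fluorescence polarization; Medium: Tris buffer with calcium and detergent, pH 7.8.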
ARFGAP1 inh = rat ARFGAP1 inhibition. Q62848. Arfgap1-stimulated ARF1 GTP hydrolysis, GDP FP detection. inhibition, % at 16.5 µM. 0.26% of 360,000 active;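 active = inhibition above a per-plate limit, mean inhibition of low control wells plus 3 SD, cut at about 25% in these data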;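 also: 0% = DMSO wells with enzyme and 100% = wells lacking Arfgap1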
Target sequence (Q62848 1-136 limits assumed): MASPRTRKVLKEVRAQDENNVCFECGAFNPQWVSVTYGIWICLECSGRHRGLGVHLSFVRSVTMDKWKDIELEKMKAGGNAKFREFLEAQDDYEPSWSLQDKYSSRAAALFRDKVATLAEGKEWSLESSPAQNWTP
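system = rat Arfgap1 catalytic domain, aa 1-136 | technique = FP, GDP Alexa 633 tracer displaced from anti-GDP antibody, 620/688 nm | compound = one concentration, 16.5 µM, DMSO 1.26% | medium = HEPES-based buffer, pH 7.5 | timing = compound-enzyme preincubation 20 min, reaction 120 min, detection 60 min, 25 °C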
HGIII-sPLA2 inh = Inhibits HGIII-sPLA2 liposome hydrolysis, primary screen | 0.56% of 370,000 active | AID 743126 | QFRET BODIPY PC-A2 liposome hydrolysis, fluorescence | Q9NZ20 | inhibition, % at 12.2 µM;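 active = inhibition above mean plus 3 SD of compounds lying within the high and low control bounds, cut at about 19% in these data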;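 also: 0% = median of test compound wells and 100% = no enzyme DMSO wells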
Target sequence (Q9NZ20 whole entry, looked up): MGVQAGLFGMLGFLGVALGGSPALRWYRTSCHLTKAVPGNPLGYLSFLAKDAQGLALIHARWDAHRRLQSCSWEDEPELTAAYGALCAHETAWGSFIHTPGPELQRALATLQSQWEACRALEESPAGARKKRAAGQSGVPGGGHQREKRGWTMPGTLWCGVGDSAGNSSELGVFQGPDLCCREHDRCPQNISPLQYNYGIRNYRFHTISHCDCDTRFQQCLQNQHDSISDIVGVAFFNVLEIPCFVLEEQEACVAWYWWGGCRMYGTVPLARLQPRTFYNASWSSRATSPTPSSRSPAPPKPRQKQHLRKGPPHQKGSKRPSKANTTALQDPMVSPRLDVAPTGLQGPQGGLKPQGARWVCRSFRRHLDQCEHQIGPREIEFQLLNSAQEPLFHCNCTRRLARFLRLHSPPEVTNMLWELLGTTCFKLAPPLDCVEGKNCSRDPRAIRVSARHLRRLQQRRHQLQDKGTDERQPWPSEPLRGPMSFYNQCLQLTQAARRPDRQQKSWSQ
PLC-gamma1 inh = inhibitors of human phospholipase C gamma1; P19174; purified PLC-gamma1, fluorogenic substrate, fluorescence; inhibition, % at 12.2 µM; 0.84% of 370,000 active; in the data active = inhibition above about 9.5%
An asterisk follows results filed as active; nt = not tested or not shown.

molecule	PLC-gamma1 inh	ARFGAP1 inh	HGIII-sPLA2 inh	PLC-beta3 inh	UHRF1 binding	DDE Tn6 FP inh	Rev-erbA mod	KLK7 zymogen act	ASAP1 GAP inh	DDE Tn7 FP inh
Cc1onc(-c2c(Cl)cccc2Cl)c1C(=O)OCC(=O)c1ccccc1	0	5	3	-9	52*	1	3	-0.1	2	1
Fc1cc(F)c(F)c(SCCc2ccncc2)c1F	2	-8	-3	3	1	-7	6	-0.3	4	-4
CCN(CC)c1ccc(N2C(=O)/C(=C\c3cccnc3)SC2=S)cc1	-1	-5	6	1	3	5	0	0.2	-4	7
CCCCN1C(=O)C(O)(CC(=O)c2ccccn2)c2ccccc21 (centres undefined)	5	-2	0	6	-4	5	5	-0.3	0	3
CCc1ccccc1N(CC(=O)N1CCCC1)S(C)(=O)=O	-1	-6	3	-7	-1	-1	-7	0.0	-7	-8
CCOc1ccc(NS(=O)(=O)c2ccc3c(c2)N(C(C)=O)CCO3)cc1	-1	0	-4	-5	0	-2	-5	-0.6	0	2
C(=C\c1ccccn1)/c1cccnc1	1	4	-2	-4	-3	1	6	-0.2	-3	-4
COc1ccc(CNC(=O)CC2C[C@H](C(=O)N3CCCCC3)[C@@]3(C)c4[nH]c5ccccc5c4CCN3C2=O)cc1OC (some centres undefined)	-3	-3	3	-1	-2	-7	2	0.4	6	5
CC12/C(=N/O)C3C4CC5C3/C(=N/O)C1C5C42 (centres undefined)	3	4	12	-1	4	-1	-4	-0.7	-1	-4
COc1ccc(N(CC(=O)NC2CCCCC2)S(=O)(=O)c2cccs2)cc1	-2	3	-3	0	6	-8	-4	-0.5	-14	1
CC1(C)Cc2c(C#N)c(SCCC#N)nc(N3CCOCC3)c2CO1	-5	5	-1	-2	0	10	-9	0.1	8	9
COC(=O)[C@]12C[C@H](CC(=O)N3CCSCC3)C(=O)N(CCc3ccc(OC)c(OC)c3)C1=C[C@H](COCc1ccccc1)O[C@@H]2C	0	nt	-3	-1	-1	-4	1	0.0	nt	-5
O=C(O)c1cccc(-c2ccc(/C=C3/SC(=Nc4ccccc4)N(Cc4cccnc4)C3=O)o2)c1	-3	-1	-2	-10	5	-1	2	-0.3	-13	3
Cc1cccc(OCCCC(=O)NCC(=O)Nc2cccc(C)c2C)c1	-2	7	-8	-13	7	-3	-1	0.4	-7	1
CCOC(=O)CCCC(=O)N1CCOCCOCCN(C(=O)CCCC(=O)OCC)CCOCCOCC1	2	4	-2	3	0	4	-2	-0.6	-16	-1
CCOC(=O)NC1(C(F)(F)F)NC(=O)N(Cc2ccco2)C1=O (centres undefined)	-3	0	-2	-4	-1	8	3	0.1	-8	6
COCc1cc(C)n(CC(=O)Nc2ccc(N3CCOCC3)cc2)c(=O)c1C#N	3	-5	-1	4	-3	7	1	0.2	-5	8
Cc1cc(S(=O)(=O)N2CCOCC2)ccc1OCC(=O)Nc1ccccc1F	-1	-6	0	-1	-1	14	2	0.1	3	-6
CS(=O)(=O)N1CCN(C(=O)c2c(F)cccc2F)CC1	1	6	6	6	0	12	-5	0.5	-8	6
COc1ccc(NC2CCCN(C(=O)CCn3cccn3)C2)cc1 (centres undefined)	1	-9	3	-2	-5	-1	-3	0.7	-7	-4

For convenience, some entries already given:
molecule	PLC-gamma1 inh	ARFGAP1 inh	HGIII-sPLA2 inh	PLC-beta3 inh	UHRF1 binding	DDE Tn6 FP inh	Rev-erbA mod	KLK7 zymogen act	ASAP1 GAP inh	DDE Tn7 FP inh
Cc1onc(-c2c(Cl)cccc2Cl)c1C(=O)OCC(=O)c1ccccc1	0	5	3	-9	52*	1	3	-0.1	2	1
Fc1cc(F)c(F)c(SCCc2ccncc2)c1F	2	-8	-3	3	1	-7	6	-0.3	4	-4
CCN(CC)c1ccc(N2C(=O)/C(=C\c3cccnc3)SC2=S)cc1	-1	-5	6	1	3	5	0	0.2	-4	7
CCCCN1C(=O)C(O)(CC(=O)c2ccccn2)c2ccccc21 (centres undefined)	5	-2	0	6	-4	5	5	-0.3	0	3
CCc1ccccc1N(CC(=O)N1CCCC1)S(C)(=O)=O	-1	-6	3	-7	-1	-1	-7	0.0	-7	-8
CCOc1ccc(NS(=O)(=O)c2ccc3c(c2)N(C(C)=O)CCO3)cc1	-1	0	-4	-5	0	-2	-5	-0.6	0	2
C(=C\c1ccccn1)/c1cccnc1	1	4	-2	-4	-3	1	6	-0.2	-3	-4
COc1ccc(CNC(=O)CC2C[C@H](C(=O)N3CCCCC3)[C@@]3(C)c4[nH]c5ccccc5c4CCN3C2=O)cc1OC (some centres undefined)	-3	-3	3	-1	-2	-7	2	0.4	6	5
CC12/C(=N/O)C3C4CC5C3/C(=N/O)C1C5C42 (centres undefined)	3	4	12	-1	4	-1	-4	-0.7	-1	-4
COc1ccc(N(CC(=O)NC2CCCCC2)S(=O)(=O)c2cccs2)cc1	-2	3	-3	0	6	-8	-4	-0.5	-14	1
CC1(C)Cc2c(C#N)c(SCCC#N)nc(N3CCOCC3)c2CO1	-5	5	-1	-2	0	10	-9	0.1	8	9
COC(=O)[C@]12C[C@H](CC(=O)N3CCSCC3)C(=O)N(CCc3ccc(OC)c(OC)c3)C1=C[C@H](COCc1ccccc1)O[C@@H]2C	0	nt	-3	-1	-1	-4	1	0.0	nt	-5
O=C(O)c1cccc(-c2ccc(/C=C3/SC(=Nc4ccccc4)N(Cc4cccnc4)C3=O)o2)c1	-3	-1	-2	-10	5	-1	2	-0.3	-13	3
Cc1cccc(OCCCC(=O)NCC(=O)Nc2cccc(C)c2C)c1	-2	7	-8	-13	7	-3	-1	0.4	-7	1
CCOC(=O)CCCC(=O)N1CCOCCOCCN(C(=O)CCCC(=O)OCC)CCOCCOCC1	2	4	-2	3	0	4	-2	-0.6	-16	-1
CCOC(=O)NC1(C(F)(F)F)NC(=O)N(Cc2ccco2)C1=O (centres undefined)	-3	0	-2	-4	-1	8	3	0.1	-8	6

Remaining list, next part
molecule	PLC-gamma1 inh	ARFGAP1 inh	HGIII-sPLA2 inh	PLC-beta3 inh	UHRF1 binding	DDE Tn6 FP inh	Rev-erbA mod	KLK7 zymogen act	ASAP1 GAP inh	DDE Tn7 FP inh
CCOc1ccc(Nc2n[nH]c(=S)s2)cc1	5	-2	13	2	0	-3	12	0.2	-1	-1
CCCCn1c(=O)[nH]c(=O)c2c1nc(CN(C)Cc1cccc(OC)c1OC)n2CCC	2	14	-1	-1	1	0	1	0.4	-6	-9
COc1ccc(C(=O)/C=C/c2ccccc2)c(O)c1	-3	-7	-5	0	0	8	1	-0.1	9	6
Cc1cc(OCCCCN2C(=O)NC(C)(C)C2=O)ccc1[N+](=O)[O-]	0	-7	-2	3	3	-7	-3	0.2	2	2
COC(=O)c1sc(N2C(=O)C(O)=C(C(=O)c3ccc(C)o3)C2c2ccc(OC)c(OC)c2)nc1C (centres undefined)	-19	6	-5	-35	0	4	2	-0.4	15	1
Cc1nnc2n(Cc3ccccc3)c(=O)c3c4c(sc3n12)COC(C)(C)C4	2	5	0	3	0	1	2	-0.1	2	5
CC(=O)c1cccc(N(CC(=O)Nc2ccc(F)cc2)S(C)(=O)=O)c1	1	-1	-5	1	-1	0	2	-0.6	-8	1
CC1Oc2ccccc2OC1C(=O)Nc1ccccn1 (centres undefined)	7	-7	-3	4	2	-7	-1	0.7	-8	6
CCCCS(=O)(=O)N1CCC(C(=O)Oc2ccc(Cl)cc2)CC1	1	0	-5	-2	-2	-2	-6	0.2	6	-1
CCOC(=O)Cn1c(=O)c2c(nc3n2CCCN3Cc2ccccc2)n(C)c1=O	2	-5	2	-7	-1	-5	3	-0.3	1	9
CNc1ccc(Br)cc(C(=O)/C=C/c2cccc(OC)c2)c1=O	-56	2	-4	-68	-2	1	-6	1.7	-8	-5
CCn1ccnc1CN(C)C(=O)CCc1nnc(CCCc2ccccc2)o1	-1	-1	5	2	-2	6	3	0.0	3	1
CCOC(=O)N(C)[C@H]1C[C@H]2c3[nH]c4ccccc4c3CCN2C[C@H]1[C@H](C)O	-157	-6	-5	-207	1	1	-1	6.8	1	2
CCOc1ccc(NC(=O)c2[nH]c(C)c(C(C)=O)c2C)cc1	1	0	-3	-5	-3	-7	-1	-0.1	-11	-4
CCn1nnc(-c2ccccc2NC(=O)c2cc(OC)cc(OC)c2)n1	0	8	-4	1	6	2	2	-0.3	-4	3
Cc1nn(CC(=O)NCCc2ccco2)c(=O)c2nn(-c3ccccc3)c(C)c12	-5	-6	-2	-11	3	1	-21	-0.3	-2	0
CCOC(=O)c1cc(C)sc1NC(=O)C1CCC1	2	-9	1	-2	-2	0	0	0.3	3	0
Clc1ccc(-c2ccccc2)nn1	-1	9	0	-2	0	6	2	0.5	3	-4
CC(=O)C[C@H](O)CC(=O)[C@H]1OC(=O)[C@H](C)CCCCc2ccccc21	-3	-6	-2	0	-1	2	0	0.2	0	0
COc1ccc2c(c1)c(C(C)=O)c(C)n2CCc1ccccc1	-2	-1	0	-13	0	-3	4	-0.3	4	-6

(more compounds)
molecule	PLC-gamma1 inh	ARFGAP1 inh	HGIII-sPLA2 inh	PLC-beta3 inh	UHRF1 binding	DDE Tn6 FP inh	Rev-erbA mod	KLK7 zymogen act	ASAP1 GAP inh	DDE Tn7 FP inh
COc1ccc(-c2cc(C(=O)Nc3c(C)n(C)n(-c4ccccc4)c3=O)no2)cc1OC	-1	-4	3	-11	0	1	-2	0.3	-1	7
CC(O)c1nc2ccccc2n1C1CCCCC1 (centres undefined)	4	7	-7	2	1	1	1	-0.3	3	5
COc1cc(/C=C/C(=O)OCC(=O)NC(=O)NC(C)C)cc(S(=O)(=O)N2CCc3ccccc32)c1OC	2	0	-29	-7	1	-6	6	0.1	20	6
CCOc1ccc(S(=O)(=O)NC2=NCCCCC2)cc1	3	-4	2	-4	3	7	-1	0.1	-1	-11
COC(=O)C1CCN(C(=O)CSc2nnc(-c3ccccc3)o2)CC1	0	13	-4	0	-1	-3	-8	-1.1	-4	-2

In another format: entries from further up.
> COc1cc(/C=C/C(=O)OCC(=O)NC(=O)NC(C)C)cc(S(=O)(=O)N2CCc3ccccc32)c1OC
  PLC-gamma1 inh: 2; ARFGAP1 inh: 0; HGIII-sPLA2 inh: -29; PLC-beta3 inh: -7; UHRF1 binding: 1; DDE Tn6 FP inh: -6; Rev-erbA mod: 6; KLK7 zymogen act: 0.1; ASAP1 GAP inh: 20; DDE Tn7 FP inh: 6
> CCOc1ccc(S(=O)(=O)NC2=NCCCCC2)cc1
  PLC-gamma1 inh: 3; ARFGAP1 inh: -4; HGIII-sPLA2 inh: 2; PLC-beta3 inh: -4; UHRF1 binding: 3; DDE Tn6 FP inh: 7; Rev-erbA mod: -1; KLK7 zymogen act: 0.1; ASAP1 GAP inh: -1; DDE Tn7 FP inh: -11
